# Assay outcomes from PubChem.
# ERG-DNA inh: blocks human ERG Ets domain binding to DNA; P11308; fluorescence polarization, His-ERG Ets domain / labelled DNA; Potency, µM (series often up to 76.9 µM), for inactives: at the highest dose FP activity, negative = inhibition, most hits filed as inhibitors; 370,000 tested, 0.028% active; AID 624246; active means well fitted inhibition curve with a large enough effect in the polarisation, with a control signal flat; inconclusive means small, poorly fitted or top-dose-only effect, or effect the other way, or a change in a side signal; inactive means no such curve, though single readings can be large or run the other way; the % refers to the polarisation;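 further: polarization taken with two DNA probes labelled with fluorescein and Texas red; potency means the concentration at half of the fitted maximal effect; % of control where 0% means no effect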
#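 His-tagged ERG Ets domain (1 uM in the protein solution; 300mM KCl, 50mM Tris-HCl, 1mM EDTA, 1mM DTT, pH 7.5) received compound, then a probe mix of 5 nM fluorescein-DNA and 100nM Texas-615-DNA. Fluorescence polarization was read for both dyes.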
# JMJD2A Tudor inh: blocks the human JMJD2A Tudor domain. Potency, µM (highest dose often 114 µM), without a hit: top-dose activity change, negative = inhibition, usual class: inhibitors. O75164. AlphaScreen JMJD2A-Tudor / H3K4me3 peptide binding. 390,000 tested, 4.4% active; further: potency means the concentration at half of the fitted maximal effect; on the % scale 0 is the no-effect control and ±100 the full control effect; nearly all actives have a fitted effect of over 50% in size
# GLS inh: blocks human kidney-isoform glutaminase activity | O94925 | Potency, µM (highest dose often 45.5 µM), for inactives: at the top dose activity change, negative = inhibition, most hits filed as inhibitors | 410,000 tested, 0.21% active | AID 624170 | GLS enzymatic activity, qHTS titration; further: potency means the concentration at half of the fitted maximal effect; on the % scale 0 is the no-effect control and ±100 the full control effect
#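 Compounds were pin-transferred onto hKGA, after which L-glutamine (1 mM solution) and a detection mix of glutamate oxidase, HRP and Amplex Red were added. Initial and 30 min RT fluorescence reads were collected.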
# G9a inh: blocks human histone lysine methyltransferase G9a; G9a H3K9 monomethylation, AlphaScreen, 2 h; Q96KQ7; Potency, µM (top dose mostly 102 µM), inactives show at the highest dose activity, negative = inhibition, most hits filed as inhibitors; 350,000 tested, 8.8% active; further: potency means the concentration at half of the fitted maximal effect; on the % scale 0 is the no-effect control and ±100 the full control effect; nearly all actives have a fitted effect of over 75% in size
# Target sequence (Q96KQ7 913-1193 limits assumed): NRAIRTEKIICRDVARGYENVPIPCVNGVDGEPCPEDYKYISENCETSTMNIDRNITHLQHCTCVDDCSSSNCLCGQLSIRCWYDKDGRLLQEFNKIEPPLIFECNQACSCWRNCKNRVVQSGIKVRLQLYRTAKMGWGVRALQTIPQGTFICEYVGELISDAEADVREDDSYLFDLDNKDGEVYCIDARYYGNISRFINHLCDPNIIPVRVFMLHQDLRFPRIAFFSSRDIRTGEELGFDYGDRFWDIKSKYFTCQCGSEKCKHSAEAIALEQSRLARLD
#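 Chemiluminescent proximity detection of H3K9 monomethylation, read after 10 min bead incubation in the dark. Reaction: 20 nM G9a, 500 nM biotin-H3K9 peptide, 20 uM SAM cofactor, 2 h, room temperature, following 15 min enzyme-compound preincubation.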
# ALOX12 inh: blocks human arachidonate 12S-lipoxygenase. P18054. purified 12hLO, xylenol orange hydroperoxide absorbance. Potency, µM (highest dose often 108 µM), for the others: top-dose activity change, negative = inhibition, hits mostly inhibitors. 580,000 tested, 1.1% active. AID 1671190; further: potency means the concentration at half of the fitted maximal effect; on the % scale 0 is the no-effect control and ±100 the full control effect
# Target sequence (P18054 whole entry, looked up): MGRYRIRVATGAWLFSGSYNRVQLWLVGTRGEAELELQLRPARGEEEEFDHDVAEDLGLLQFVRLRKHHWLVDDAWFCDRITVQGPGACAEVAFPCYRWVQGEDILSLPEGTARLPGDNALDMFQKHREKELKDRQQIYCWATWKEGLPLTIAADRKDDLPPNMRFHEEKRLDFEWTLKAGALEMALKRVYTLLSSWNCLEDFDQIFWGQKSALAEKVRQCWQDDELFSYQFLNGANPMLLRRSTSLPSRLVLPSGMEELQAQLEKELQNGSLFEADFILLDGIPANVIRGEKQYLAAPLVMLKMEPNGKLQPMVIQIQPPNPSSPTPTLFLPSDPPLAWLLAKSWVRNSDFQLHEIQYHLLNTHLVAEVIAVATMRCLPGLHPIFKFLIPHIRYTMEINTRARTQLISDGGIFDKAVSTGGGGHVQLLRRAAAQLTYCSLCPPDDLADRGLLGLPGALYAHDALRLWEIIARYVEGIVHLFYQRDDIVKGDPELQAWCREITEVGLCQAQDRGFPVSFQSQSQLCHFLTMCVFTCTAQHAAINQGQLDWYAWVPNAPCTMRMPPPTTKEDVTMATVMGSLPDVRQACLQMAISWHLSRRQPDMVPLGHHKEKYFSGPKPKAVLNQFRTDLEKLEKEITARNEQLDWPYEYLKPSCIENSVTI
#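 Hydroperoxide product was detected by ferrous iron/xylenol orange as the 573 to 405 nm absorbance ratio. Arachidonic acid at 40 uM (final) was turned over for 30 min at room temperature by 150 nM human 12hLO, pH 7.0 Hepes buffer, after 15 min compound preincubation.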
# RGS4 inhibitor: blocks human RGS4-accelerated GTP hydrolysis. P49798. Transcreener GDP fluorescence polarization, RGS4-accelerated GTP hydrolysis. Potency, µM (series often up to 114 µM), inactives show at the top dose activity change, negative = inhibition, usual class: inhibitors. 390,000 tested, 0.039% active. AID 504845; further: potency means the concentration at half of the fitted maximal effect; on the % scale 0 is the no-effect control and ±100 the full control effect; nearly all actives have a fitted effect of over 75% in size; some results filed as inactive show a strong effect at the top dose
#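 MLSMR compounds (23 nl, pin-transferred) preincubated 10 min at room temperature with a 500nM (2x) first reagent, then RGS4 at 900nM (2x) plus Transcreener GDP mix added; fluorescence polarization (620/688 nm) read before and after 90 min at 30 °C.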
# PI4K2A inh: inhibitors of human PI4K2A; purified PI4K2A, ADP-Glo luminescence, 1 h; active compounds read low; AID 1346378; activity change, negative = inhibition, % at 76.9 µM; 420,000 tested, 0.13% active; Q9BTU6; in the data active means activity change below about -50%; inconclusive means mostly about -30% to -49%;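 further: -100% = wells without enzyme as full effect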
#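 Compounds are screened against recombinant PI4K2A using PI as substrate and ATP, the latter dispensed at 300 microM. Reactions run one hour at ambient temperature before ADP-Glo detection; full inhibition defined by wells lacking enzyme.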
# HP1b binding inh: inhibitors of HP1-beta chromodomain binding to methylated histone tails; AlphaScreen HP1-beta / biotin-H3K9me3 peptide binding; Potency, µM (titrated, usually from 114 µM), without a hit: at the top dose activity change, negative = inhibition, most hits filed as inhibitors; 390,000 tested, 0.56% active; further: potency means the concentration at half of the fitted maximal effect; nearly all actives have a fitted effect of over 70% in size; inactives centre near 23
#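 AlphaScreen: HP1-beta (50 nM) preformed 30 min with biotin-H3(1-18)K9me3 peptide (50 nM) in PBS pH 7.4, 0.01% Tween-20. Compound added for 30 min at RT, then streptavidin donor/nickel chelate acceptor beads (10 ug/mL) for 30 min.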
# BAZ2B block: blocks human BAZ2B; Q9UIF8; AlphaScreen BAZ2B-H3K14Ac peptide displacement; Potency, µM (top dose mostly 114 µM), without a hit: at the top dose activity change, negative = inhibition, actives largely listed as inhibitors; 360,000 tested, 4.4% active; AID 504333; further: potency means the concentration at half of the fitted maximal effect; on the % scale 0 is the no-effect control and ±100 the full control effect; nearly all actives have a fitted effect of over 60% in size
#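 Multi-concentration screen (max 110 uM) measuring displacement of acetylated histone H3 peptide from BAZ2B by AlphaScreen, using 50 nM protein, 50 nM peptide and 10 ug/mL streptavidin donor plus Ni-chelate acceptor beads.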
# Active calls of the source: *; ? = inconclusive; nt = not tested or not shown; [ ] = another dose, or the depositor's remark. Unless noted, the call rests on the fitted dose curve; in most records, active means well fitted curve in the direction sought with a large enough effect; inconclusive means small, poorly fitted or top-dose-only effect, or another doubt; inactive means no such curve, though single readings can be large; an effect the other way counts as inactive or inconclusive. This is a subset; the hit share may differ from the screen's.
# Sequence of screens – ERG-DNA inh, JMJD2A Tudor inh, GLS inh, G9a inh, ALOX12 inh, RGS4 inhibitor, PI4K2A inh, HP1b binding inh, BAZ2B block
> Cc1cc(Nc2cccc(C(=O)O)c2)n2nc(C)nc2n1
  6.8%, -20.5%, 1.5%, 16.6%[59 µM], ?, 11.6%, -1.4, 20.4%, 15.1%
> COc1ccccc1CN1C[C@@H]2C[C@@H](c3[nH]c4c(C)cccc4c3C)N3CCC[C@@]23C1=O
  -2.0%, -35.9%, -1.6%, 44.7µM*, -0.8%, -22.1%, -1.4, 17.2%, ?
> Cc1ccc(N=C2NC(=O)/C(=C/C=C/c3ccco3)S2)cc1C
  15.1%, 39.8µM*, 9.7%, 10µM*, 10µM*, -21.2%, ?, ?, 44.7µM*
> COCCCNC(=O)C(=O)NCC(c1ccc2c(c1)OCO2)N1CCOCC1 (configuration not stated)
  -1.8%, -16.8%, 5.7%, 4.0%[59 µM], -40.4%, 9.5%, -2.2, 12.4%[57 µM], -2.0%
> COc1ccc(N2CCN(C(CNC(=O)C(=O)NCCCO)c3ccco3)CC2)cc1 (configuration not stated)
  9.1%, -2.3%, 52.7%[activator], -11.0%, 4.8%, -39.6%, -2.6, 29.4%, -13.1%[57.1 µM]
> Cn1nc(-c2ccc(C(=O)N3CCN(Cc4ccccc4)CC3)cc2)c2ccccc2c1=O
  -4.8%, ?, nt, -11.8%, -3.8%, -16.2%, 4.5, 7.8%, -2.5%
> CCOc1ccc(N2CC(c3nc4ccccc4n3Cc3cccc(C)c3)CC2=O)cc1 (configuration not stated)
  2.4%, -34.0%, -3.5%, ?, -1.8%, 16.7%, 0.4, -5.1%, -20.7%
> Cc1ccc2sc(N(CCCN(C)C)C(=O)CN3C(=O)c4ccccc4C3=O)nc2c1C
  -4.5%, -35.9%, -1.6%, 50.1µM*, ?, 13.5%, -10.0, -12.8%, nt
> COc1ccccc1N1CCN(C(=O)CC(NC(=O)c2ccccc2Cl)c2ccccc2)CC1 (configuration not stated)
  -12.6%, -7.5%, 1.0%, 44.7µM*, ?, -20.0%, -4.2, 27.1%, 6.1%
> Cc1ccc2c(c1)[C@H]1[C@H](CO2)[C@H](c2ccccc2)[C@]2(C)C(=O)Nc3ccc(Cl)cc3C(=O)N12
  13.3%, -28.1%, -0.9%, nt, -24.8%, -26.0%, -1.3, 24.2%, nt
> CC1=C(C(=O)Nc2cc(Cl)ccc2C)C(c2ccco2)n2ncnc2N1 (configuration not stated)
  5.8%, 0.0%, 11.5%, 8.9%[59 µM], -5.7%, -7.0%, 3.0, 24.2%[57 µM], 2.3%
> COc1ccc(CNC(=O)c2ccc(CNc3c(NC4CCCCC4)c(=O)c3=O)cc2)cc1
  5.1%, -15.9%, 6.3%, 10.4%, 8.3%, 18.6%, -3.6, 24.0%, -0.9%
> COc1cc2[nH]c(=O)n(Cc3ccc(C(=O)NCc4ccccc4)cc3)c(=O)c2cc1OC
  -11.9%, -5.8%, -7.6%, 5.1%[59 µM], 0.0%, -7.6%, 1.9, 39.9%[activator], -1.2%
> COc1cc2c(cc1OC)CN(C(=O)C1CCCN(C(=O)c3ccc(Cl)cc3)C1)CC2 (configuration not stated)
  0.4%, -4.4%, -2.5%, 6.3%[12.7 µM], 163.1%[activator], 19.5%, 0.2, 31.4%, -2.7%
> CCOC(=O)C1(C)NC(c2ccc(N(C)C)cc2)C2C(=O)N(CC)C(=O)C21 (configuration not stated)
  -0.9%, -8.3%, 29.2%, ?, 0.0%, 2.3%, 3.3, 19.5%, -1.5%
> COc1ccccc1N1CCN(c2ncnc3onc(C)c23)CC1
  4.2%, 3.2%, ?, -3.9%[59 µM], -25.4%, 10.0%, 0.3, 15.2%, 0.9%
> Cc1csc(SCCn2c(N3CCN(c4ccccc4)CC3)nc3c2c(=O)[nH]c(=O)n3C)n1
  -7.8%, -19.1%, -1.1%, -6.3%[59 µM], 0.6%, -11.2%, -11.1, 16.9%, ?
> CCn1c(COc2cccc3cccnc23)nnc1SC(F)F
  21.1%, -2.1%, 13.4%, nt, -1.9%, 26.5%, -4.9, 15.4%, -2.2%
> CCCCNc1c(-c2ccc(SC3CCCCC3)c(OC)c2)nc2ccc(Cl)cn12
  -6.8%, -9.7%, 4.9%, -1.2%[12.7 µM], ?, -37.7%, 5.6, 62.8%[activator], -5.1%
> COc1ccc(S(=O)(=O)N2c3ccccc3OCC2C)cc1 (configuration not stated)
  6.8%, 41.2%[activator], -8.7%, 29.6%, -1.9%, -32.2%, 4.9, 94.7%[activator], 6.4%
> Cc1cc(Nc2ccccc2F)n2nc(-c3ccccc3)nc2n1
  -4.6%, -0.3%, -0.3%, 9.8%[59 µM], 0.0%, 1.1%, 2.5, 43.3%[activator], 4.3%
> COC(=O)c1ccc(CSCc2ccc(C(=O)OC)o2)o1
  3.0%, 1.0%, -0.3%, 27.7%, ?, -2.5%, 6.8, 29.0%, 4.9%
> COc1c(C)cc(C(=O)C2CCCN(C(=O)c3snnc3C)C2)cc1C (configuration not stated)
  -0.4%, -19.5%, 11.1%, nt, 3.1%, -3.4%, 1.2, 5.4%, 4.5%
> COc1ccc(CC(=O)NNc2ncnc3c2cnn3-c2ccc(C)cc2)cc1OC
  -1.9%, -9.0%, 3.7%, 5.7%, 0.1%, -2.6%, -2.5, 41.0%[activator], 7.4%
> COc1ccc(OC)c(C(=O)COC(=O)COc2ccccc2F)c1
  -5.8%, 24.8%, 5.1%, 14.5%, -13.2%, -1.0%, 1.5, 49.9%[activator], 23.4%
> Cc1noc2ncnc(N3CCCC(C(=O)NCCC(C)C)C3)c12 (configuration not stated)
  -1.7%, 2.9%, 2.8%, -1.1%[59 µM], -5.2%, -27.8%, -3.3, 51.1%[activator], 10.2%[57.1 µM]
> CCOC(=O)c1c(NC(=O)CN2CCN(c3ccc(Cl)cc3)CC2)sc(C)c1C
  nt, -6.7%, 16.3%, -44.6%[59 µM], 3.2%, 2.8%, 0.1, 27.8%, -36.4%
> O=C(C1CCC(Cn2c(=S)[nH]c3ccccc3c2=O)CC1)N1CCN(c2ccccc2)CC1 (configuration not stated)
  1.9%, -22.3%, 30.6%[activator], nt, 4.8%, -38.4%, 2.5, 9.4%, nt
> CCOC1=C/C(=C/c2c(N)n3nc(CC(=O)N4CCCC4)sc3nc2=O)C=CC1=O
  13.9%, -24.8%, -10.8%, 79.4µM*, -11.3%, 14.3%, 2.2, 12.0%, -21.3%[57.1 µM]
> Cc1cccc(NC(=O)CSCC(=O)Nc2cc(Cl)ccc2N2CCOCC2)c1
  8.3%, -19.3%, 7.6%, 18.0%[0.501 µM], -0.2%, -0.7%, 5.2, 7.1%, 7.8%
> CSc1nc(N)c2cn[nH]c2n1
  -4.1%, 2.1%, -10.4%, nt, 8.1%, -10.1%, 94.5, 27.8%, nt
> Cc1nc2ccc(S(=O)(=O)Nc3cccc(-c4nc5cccnc5s4)c3C)cc2s1
  -8.7%, -30.6%, 5.5%, 50.1µM*, 1.9%, 15.5%, 0.2, -2.1%, -34.4%
> O=C(Nc1cccc(S(=O)(=O)N2CCOCC2)c1)c1cnn2c(C(F)F)cc(-c3ccccc3)nc12
  9.9%, -21.6%[57.1 µM], 4.7%, -4.0%[0.501 µM], 0.0%, -34.6%, -14.3, 38.4%, 1.7%
> CS(=O)(=O)N(CC(=O)NC1CC2CCC1C2)c1cccc(C(F)(F)F)c1 (configuration not stated)
  -3.7%, -6.0%, 1.4%, -14.5%[12.7 µM], ?, -17.3%, 0.6, 39.3%, 2.1%
> O=C(Cc1ccc(F)cc1)N[C@@H]1c2ccccc2CC[C@@H]1O
  4.3%, -15.1%, -0.1%, nt, ?, -2.9%, -1.8, 30.6%, nt
> Nc1cccnc1S(=O)(=O)c1cccc(C(F)(F)F)c1
  34.2%[activator], -7.4%, -8.5%, nt, -5.5%, -26.3%, 6.1, 35.2%, nt
> COc1ccc2oc(C(=O)OCC(=O)N3CCN(C(C)=O)CC3)c(C)c2c1
  8.1%, -6.9%, -1.1%, -46.4%, 1.4%, -4.7%, -0.6, 19.3%, 5.3%
> COc1cccc(C2C3(C#N)C(N)=NC(OC)(OC)C23C#N)c1 (configuration not stated)
  -5.0%, -3.8%, -9.1%, 19.8%, -108.3%, -29.3%, 4.1, 19.5%, 0.3%[57.1 µM]
> CC1CCN(S(=O)(=O)c2ccc3c(c2)CCC(=O)N3CC(=O)Nc2cccc(C#N)c2)CC1
  2.7%, -32.1%, -5.7%, 3.0%[12.7 µM], 6.5%, 0.0%, -3.1, -20.5%, 50.1µM*

# A second format for part of the listing above:
smiles | ERG-DNA inh | JMJD2A Tudor inh | GLS inh | G9a inh | ALOX12 inh | RGS4 inhibitor | PI4K2A inh | HP1b binding inh | BAZ2B block
CSc1nc(N)c2cn[nH]c2n1 | -4.1% | 2.1% | -10.4% | nt | 8.1% | -10.1% | 94.5 | 27.8% | nt
Cc1nc2ccc(S(=O)(=O)Nc3cccc(-c4nc5cccnc5s4)c3C)cc2s1 | -8.7% | -30.6% | 5.5% | 50.1µM* | 1.9% | 15.5% | 0.2 | -2.1% | -34.4%
O=C(Nc1cccc(S(=O)(=O)N2CCOCC2)c1)c1cnn2c(C(F)F)cc(-c3ccccc3)nc12 | 9.9% | -21.6%[57.1 µM] | 4.7% | -4.0%[0.501 µM] | 0.0% | -34.6% | -14.3 | 38.4% | 1.7%
